mHTT CaM bind: mutant huntingtin-calmodulin interaction inhibitors – biochemical, AlphaScreen, primary screen. P42858. AlphaScreen His-mHTT/GST-CaM binding, luminescence. inhibition, % at 15 µM. 3.6% of 190,000 active;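 also: 0% = both proteins with DMSO and 100% = one protein alone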
Target sequence (P42858 whole entry, looked up, stated change not applied): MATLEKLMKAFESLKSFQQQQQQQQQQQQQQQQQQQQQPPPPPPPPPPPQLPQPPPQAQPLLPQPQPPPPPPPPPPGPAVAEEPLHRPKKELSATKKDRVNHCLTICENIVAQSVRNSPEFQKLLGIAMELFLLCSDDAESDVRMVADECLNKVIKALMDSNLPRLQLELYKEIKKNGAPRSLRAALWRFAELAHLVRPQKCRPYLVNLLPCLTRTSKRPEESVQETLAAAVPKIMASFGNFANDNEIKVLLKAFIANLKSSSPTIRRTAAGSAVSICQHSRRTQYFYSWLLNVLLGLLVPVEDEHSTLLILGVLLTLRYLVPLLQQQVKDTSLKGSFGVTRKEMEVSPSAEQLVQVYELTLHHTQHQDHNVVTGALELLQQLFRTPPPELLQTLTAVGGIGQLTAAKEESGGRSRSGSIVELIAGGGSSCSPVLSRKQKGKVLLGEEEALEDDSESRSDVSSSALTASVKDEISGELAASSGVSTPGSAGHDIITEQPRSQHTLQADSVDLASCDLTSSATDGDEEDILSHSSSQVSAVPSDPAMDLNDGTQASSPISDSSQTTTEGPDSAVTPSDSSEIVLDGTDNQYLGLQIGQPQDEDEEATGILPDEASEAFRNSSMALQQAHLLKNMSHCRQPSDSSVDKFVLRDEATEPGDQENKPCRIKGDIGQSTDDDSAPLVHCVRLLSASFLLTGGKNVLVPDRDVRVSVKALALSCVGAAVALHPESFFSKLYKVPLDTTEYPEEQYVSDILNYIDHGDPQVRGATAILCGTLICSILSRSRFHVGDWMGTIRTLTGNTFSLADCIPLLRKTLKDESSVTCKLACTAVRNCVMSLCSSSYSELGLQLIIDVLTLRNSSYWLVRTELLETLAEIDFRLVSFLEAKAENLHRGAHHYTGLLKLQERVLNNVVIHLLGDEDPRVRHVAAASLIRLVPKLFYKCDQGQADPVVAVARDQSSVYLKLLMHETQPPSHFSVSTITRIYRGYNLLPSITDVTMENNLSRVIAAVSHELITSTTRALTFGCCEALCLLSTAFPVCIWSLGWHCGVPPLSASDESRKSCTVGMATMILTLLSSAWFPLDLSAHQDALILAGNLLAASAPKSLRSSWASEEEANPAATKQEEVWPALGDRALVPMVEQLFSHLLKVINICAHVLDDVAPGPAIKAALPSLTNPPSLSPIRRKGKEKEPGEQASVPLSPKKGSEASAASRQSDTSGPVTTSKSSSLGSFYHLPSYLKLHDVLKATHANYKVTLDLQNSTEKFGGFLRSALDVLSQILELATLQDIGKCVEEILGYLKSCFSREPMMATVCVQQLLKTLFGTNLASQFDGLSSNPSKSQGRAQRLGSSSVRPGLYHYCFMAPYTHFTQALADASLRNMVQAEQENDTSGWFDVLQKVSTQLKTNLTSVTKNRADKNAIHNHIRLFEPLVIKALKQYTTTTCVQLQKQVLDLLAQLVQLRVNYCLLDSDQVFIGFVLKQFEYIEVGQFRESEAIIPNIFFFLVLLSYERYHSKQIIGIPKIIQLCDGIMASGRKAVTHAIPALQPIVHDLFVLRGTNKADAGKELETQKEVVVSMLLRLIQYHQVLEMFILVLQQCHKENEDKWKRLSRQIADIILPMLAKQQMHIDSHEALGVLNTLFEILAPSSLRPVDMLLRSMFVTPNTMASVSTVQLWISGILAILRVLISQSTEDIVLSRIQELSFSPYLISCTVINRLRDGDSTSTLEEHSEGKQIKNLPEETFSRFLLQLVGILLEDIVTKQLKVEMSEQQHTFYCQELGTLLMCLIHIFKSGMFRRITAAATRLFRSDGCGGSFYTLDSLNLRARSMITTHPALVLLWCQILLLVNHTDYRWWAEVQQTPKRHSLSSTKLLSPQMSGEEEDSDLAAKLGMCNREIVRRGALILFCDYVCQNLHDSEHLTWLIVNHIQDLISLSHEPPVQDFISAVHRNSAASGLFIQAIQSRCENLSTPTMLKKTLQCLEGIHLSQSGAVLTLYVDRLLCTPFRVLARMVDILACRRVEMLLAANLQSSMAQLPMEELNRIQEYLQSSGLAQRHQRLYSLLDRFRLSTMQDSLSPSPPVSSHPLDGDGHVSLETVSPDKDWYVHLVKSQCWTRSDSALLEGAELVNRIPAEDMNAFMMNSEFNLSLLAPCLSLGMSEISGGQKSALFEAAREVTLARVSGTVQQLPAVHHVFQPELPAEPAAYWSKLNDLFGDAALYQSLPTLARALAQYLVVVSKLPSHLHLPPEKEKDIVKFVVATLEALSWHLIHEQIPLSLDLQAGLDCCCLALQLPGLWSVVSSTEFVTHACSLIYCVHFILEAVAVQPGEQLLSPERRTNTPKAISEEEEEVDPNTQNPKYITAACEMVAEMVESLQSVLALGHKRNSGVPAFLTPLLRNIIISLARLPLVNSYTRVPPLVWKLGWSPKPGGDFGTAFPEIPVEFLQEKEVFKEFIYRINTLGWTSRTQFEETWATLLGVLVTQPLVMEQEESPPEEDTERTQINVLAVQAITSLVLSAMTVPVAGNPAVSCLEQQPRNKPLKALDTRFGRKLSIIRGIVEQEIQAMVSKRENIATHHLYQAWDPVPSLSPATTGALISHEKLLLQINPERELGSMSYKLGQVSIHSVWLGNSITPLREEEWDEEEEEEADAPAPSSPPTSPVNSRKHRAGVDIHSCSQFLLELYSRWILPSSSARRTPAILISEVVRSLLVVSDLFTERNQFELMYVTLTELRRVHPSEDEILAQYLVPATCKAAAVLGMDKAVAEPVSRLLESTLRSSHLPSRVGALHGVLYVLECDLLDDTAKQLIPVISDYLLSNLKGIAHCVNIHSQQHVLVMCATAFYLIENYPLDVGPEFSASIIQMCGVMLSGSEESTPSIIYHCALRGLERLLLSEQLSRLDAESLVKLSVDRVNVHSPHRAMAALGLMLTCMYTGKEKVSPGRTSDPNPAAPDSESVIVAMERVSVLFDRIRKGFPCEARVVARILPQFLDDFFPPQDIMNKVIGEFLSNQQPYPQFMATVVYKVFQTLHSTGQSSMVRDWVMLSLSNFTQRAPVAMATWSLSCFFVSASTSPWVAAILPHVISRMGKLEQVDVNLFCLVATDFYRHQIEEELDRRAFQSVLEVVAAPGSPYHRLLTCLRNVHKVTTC
Pf apPOL inh: Pf-apPOL inhibitors, biochemical, fluorescence; Plasmodium falciparum apicoplast DNA polymerase (apPOL); Recombinant Pf-apPOL, molecular beacon fluorescence, 1.5 h; inhibition, % at 10 µM; 0.25% of 210,000 active; AID 1794808, 2022
* = called active by the depositor; . = no result given; & = joins results of further samples. Rule as the data show it: active = inhibition above about 50%; inactive = the rest. The list is partial; count on the stated rates, not on these rows.

SMILES	mHTT CaM bind	Pf apPOL inh
O=C(NCCc1csc(-c2ccccc2)n1)C1CCN(C(=O)CCc2ccccc2)CC1	-3	3
Cc1ccc(-n2c(CN3CCN(C(=O)Nc4cccc(C)c4)CC3)nc3cccnc32)cc1	19	-2
O=c1c2ccccc2ncn1CCCCOc1ccccc1-c1ccccc1	-24	-10
CC(=O)Nc1ccc2cccc(O)c2n1	100*	-4
O=S1(=O)N[C@@H](Cc2ccccc2)COc2cc(N3CCC[C@H]3CO)ccc21	-4	-17
CCN(CC)c1ccc(C2C(C(=O)Nc3ccc(C)cn3)=C(C)NC3=C2C(=O)CCC3)cc1 (configuration not stated)	34	-2
CCCN(CCC)Cc1cc(=O)oc2cc(C)c(C)cc12	-11	1
O=C1c2ccccc2NC(c2cccc(F)c2)N1c1ccccc1 (configuration not stated)	-6	14
CC1CN(c2cc(Oc3ccccc3F)ncn2)CCN1C(=O)C1CC1 (configuration not stated)	-1	-3
O=C(O)CNc1ncnc2ccc(Br)cc12	-2	6
CCCCc1[nH]nc2c1C1(CCCCC1)C(C#N)=C(N)O2	-7	.
Cc1ccc(CNC(=O)CCc2ccc3cc[nH]c3c2)cc1	3	-4
CCOc1ccc(CNC(=O)CCCN2C(=O)CCn3nc(C)cc32)cc1	3	-5
O=C(NCCCn1ccnc1)C(=O)Nc1ccc(F)c(Cl)c1	70*	-2
COCc1nnc(NC(=O)c2ccc(S(=O)(=O)N3CCCC(C)C3)cc2)o1 (configuration not stated)	15	-20
COc1ccc(C2Nc3ccccc3C(=O)N2c2ccc(F)cc2)cc1 (configuration not stated)	10	3
CCCCNS(=O)(=O)CC1NCc2cc(OC)ccc21 (configuration not stated)	2	-16
COC1(C)CNc2ccccc2C(=O)N1 (configuration not stated)	.	-2
O=c1c2c(nc3cc(-c4ccccc4)[nH]n13)CCN(S(=O)(=O)c1cccc(Cl)c1)C2	13	18
COc1ccc(-n2nc(C)c3sc(N4CCC(NC(=O)C(C)C)CC4)nc32)cc1	1	-3
CC(C)(C)N=C1Nc2ccccc2CNC12CCN(C(=O)c1ccccc1)C2 (configuration not stated)	11	-7
Cc1cc2c(F)ccc(C)c2nc1Sc1ccc(Cl)cc1	.	4
c1cnc(-c2nc(C34CC5CC(CC(C5)C3)C4)cs2)cn1	.	-2
CCc1[nH]nc2c1C(c1c(F)cccc1Cl)C(C#N)=C(N)O2 (configuration not stated)	2	-4
COc1cc2c(cc1OC)C1C(C(=O)Nc3ccc4c(c3)OCO4)c3ccccc3C(=O)N1CC2 (configuration not stated)	3	-7

Structures listed so far that contain an NH in an aromatic ring, in the order listed:
SMILES	mHTT CaM bind	Pf apPOL inh
CCCCc1[nH]nc2c1C1(CCCCC1)C(C#N)=C(N)O2	-7	.
Cc1ccc(CNC(=O)CCc2ccc3cc[nH]c3c2)cc1	3	-4
O=c1c2c(nc3cc(-c4ccccc4)[nH]n13)CCN(S(=O)(=O)c1cccc(Cl)c1)C2	13	18
CCc1[nH]nc2c1C(c1c(F)cccc1Cl)C(C#N)=C(N)O2 (configuration not stated)	2	-4

Back to the main list, repeating the 4 entries before the break.
SMILES	mHTT CaM bind	Pf apPOL inh
Cc1cc2c(F)ccc(C)c2nc1Sc1ccc(Cl)cc1	.	4
c1cnc(-c2nc(C34CC5CC(CC(C5)C3)C4)cs2)cn1	.	-2
CCc1[nH]nc2c1C(c1c(F)cccc1Cl)C(C#N)=C(N)O2 (configuration not stated)	2	-4
COc1cc2c(cc1OC)C1C(C(=O)Nc3ccc4c(c3)OCO4)c3ccccc3C(=O)N1CC2 (configuration not stated)	3	-7
O=C(O)CCCC(=O)N1CCN(c2cccc(Cl)c2)CC1	0	-2
CC(C)(C)C(=O)C=C1C(=O)Nc2ccc(Br)cc21	.	-1
O=C(Nc1nc(COc2ccccc2)cs1)c1ccncc1	-2	-1
O=[N+]([O-])c1cccnc1Sc1ssc(=S)c1-c1ccccc1	.	2
O=C(c1ccc(Cl)c(Cl)c1)N1CCC(=O)N([C@H](COCc2ccccc2)Cc2ccccc2)CC1	100*	-4
NS(=O)(=O)c1cccc(S(=O)(=O)c2ccc(Cl)c(Cl)c2)c1	-3	-5
Cn1c(C(=O)NCc2ccccc2)cc2c1CCN(Cc1ccccc1)C2	63*	-1
O=S(=O)(Cc1ccc(Cl)cc1)N1CCCCCC1	.	3
COc1ccc(-n2cnnn2)c(OC)c1	-4	-2
CC(C)CNC(=O)c1cnn2c(C(F)(F)F)cc(-c3ccc(Br)cc3)nc12	3	-4
O=C1OC(c2ccccc2)=N/C1=C/c1cc2c(cc1Cl)OCO2	-3	-1
CC1CCC2(CC1)N=C(c1ccccc1)C(=O)N2CC(=O)Nc1ccc2c(c1)OCCO2 (configuration not stated)	24	-3
O=S1(=O)CC(S(=O)(=O)c2ccccc2)C(S(=O)(=O)c2ccccc2)C1 (configuration not stated)	-5&-10	-3&5
FC(F)(F)Oc1ccc(-c2nc(C3(c4ccc(Cl)cc4Cl)CC3)no2)cc1	.	4
Cc1nc2cc(-c3noc(-c4nccc5ccccc45)n3)ccc2o1	-12	5
O=C1OC(N2CCN(C(=O)C3CCCO3)CC2)c2ccccc21 (configuration not stated)	-4	-9
CCc1onc(C)c1C1CCCN1Cc1cn[nH]c1-c1ccccc1 (configuration not stated)	8	-2
CCCCCN(CCCCC)C(=O)C(CCC(=O)O)NC(=O)c1ccc(Cl)c(Cl)c1 (configuration not stated)	.	2
Cc1ccccc1C(=O)NCCn1cc(SCC(=O)NCc2ccco2)c2ccccc21	2	-6
COc1ccc(S(=O)(=O)Nc2cc3sc(=O)oc3c3ccccc23)cc1	100*	4
COc1ccc(CNC(=O)c2nnn(-c3cccc(C(F)(F)F)c3)c2N)cc1	-3	-4
NC(=O)C1CCN(c2ncnc3c2CCC3)CC1	-13	3
COc1ccccc1NC(=O)Nc1nc(CC(=O)O)cs1	0	2
CC(=O)N1CCc2cc(S(N)(=O)=O)ccc21	0	0
COCCNC(=O)c1cnn2c3c(cnc12)CC(C)CC3 (configuration not stated)	-6	-2
SMILES	mHTT CaM bind	Pf apPOL inh
Cc1noc(C)c1S(=O)(=O)N1CCC(C(C)C(=O)N2CCOCC2)CC1 (configuration not stated)	-11	-2
Cn1cccc1Cc1nnc(SCC(=O)NCc2ccco2)n1Cc1ccccc1	14	1
COc1ccc(C2SCCN2S(=O)(=O)c2ccccc2)cc1Br (configuration not stated)	-39	-3
c1ccc(CN2CCC(c3ccco3)=N2)cc1	.	13
Cc1cc(NC(=O)c2cc3nc(-c4ccc([N+](=O)[O-])cc4)cc(C(F)(F)F)n3n2)no1	0	1
Cc1ccc(NC(=O)N2CCc3nc(-c4cccc(C)c4)[nH]c(=O)c3C2)cc1	9	-8
Cc1noc(-c2nn(C)c3c2CN(C(=O)C2CCCC2)CC3)n1	-7	-4
O=C(O)c1ccccc1N/C=C/[N+](=O)[O-]	2	-2
COCCn1c(CC2CCN(C(=O)c3ccccc3C)C2)nc2cccnc21 (configuration not stated)	5	2
Cc1[nH]c(=O)[nH]c(=O)c1N(CCO)CCO	-4	-4
O=C(CSc1n[nH]c(=O)n1Cc1ccco1)c1csc2ccccc12	.	-2
Cc1nn(-c2nc3ccccc3s2)c2c1C(c1cccc(F)c1)CC(=O)N2 (configuration not stated)	-10	2
CN(C)CC(C)(C)CNC1CCN(C)CC1	-8	0
CC(C)Cn1c(C2CCN(C(=O)c3ccc4cc[nH]c4c3)C2)nc2ccncc21 (configuration not stated)	15	-3
CCOc1cccc2oc(-c3ccccc3Cl)cc(=O)c12	21	-5
COc1ccc(N(C(C)C(=O)Nc2cccc([N+](=O)[O-])c2)S(C)(=O)=O)cc1 (configuration not stated)	-3	-5
CCSc1nc2c(c(=O)n(C)c(=O)n2C)n1Cc1c(F)cccc1Cl	-3&0	-2&-13
N#CC1=C(N)Oc2nc(C(F)(F)F)[nH]c2C1c1cccnc1 (configuration not stated)	-1	-6
Cn1c(C2CCN(C(=O)Cc3ccccc3F)C2)nc2ccncc21 (configuration not stated)	3	-4
CCC(=O)NCCc1csc(C2CCN(C(=O)C3CCCC3)CC2)n1	-5	-3
CN(C)Cc1c(O)ccc2c(=O)c(-c3ccc4c(c3)OCCO4)coc12	-2&2	-2&2
CCOc1ccc(N2CCN(CC(=O)N3CCN(c4ncccn4)CC3)C2=O)cc1	-9	0
Cc1ccccc1OCCN(C#N)c1nc(N(C)C)nc(N(C)C)n1	-13	-2
CCNC(=O)c1cccc2[nH]cc(CN3CCSCC3)c12	-8	-2
O=C1CC[C@@]23CCCN2C(=O)CCC[C@H]3[C@H]1Cc1ccccc1	1	4
SMILES	mHTT CaM bind	Pf apPOL inh
Cc1ccc(-c2nnc(N3CCC(C(=O)NCc4ccccc4C)CC3)o2)cc1	26	-7
COc1cc(C(=O)Nc2nc3ccc(S(C)(=O)=O)cc3s2)cc(OC)c1OC	10	-6
Cc1ccccc1C1C(C#N)=C(N)OC2=C1C(=O)CC(C)(C)C2 (configuration not stated)	-2	1
CCCOc1ccc(-c2nc3s/c(=C\c4cccnc4)c(=O)n3n2)cc1	-1	5
O=C(c1ccsc1)N1CCC(CCOc2ccccc2)CC1	-5	-5
COC(=O)c1cnc(N2CCCN(C(=O)C3COc4ccccc4O3)CC2)nc1C(F)(F)F (configuration not stated)	.	-2
COc1ccc(CNS(=O)(=O)c2ccc(F)c(C(=O)Nc3ccc(Cl)cc3)c2)cc1	-3	31
Nc1c(C(=O)Nc2ccc([N+](=O)[O-])cc2)sc2nc3c(c(-c4ccco4)c12)CCCC3	7	-2
O=C1NC2(CCN(Cc3ccccc3Cl)CC2)N=C1c1cccc(F)c1	-1	8
O=C(Cn1cc2c(n1)CCCCC2)Nc1ccccc1Br	-24	0
CCC(=O)NCc1csc(C2CCCN(C(=O)c3ccco3)C2)n1 (configuration not stated)	1	-7
O=C1C(N2CCOCC2)=CC(=NS(=O)(=O)c2ccccc2)c2ccccc21	72*	-6
Cc1nnc(NC(=O)CSc2nnc(NC(=O)C3CCCCC3)s2)s1	8	-1
Cc1cccc(CN(CC(=O)NCc2ccncc2)S(=O)(=O)c2ccc(Cl)cc2)c1	15	-5
Cc1cccc(-c2noc(CS(=O)(=O)c3ccc(Cl)cc3)n2)c1	-14	-4
Cc1ccc(NC(=O)CCC(=O)c2ccc(F)cc2)cc1Cl	-5	-1
Cc1ccc(CSCCNS(C)(=O)=O)cc1	1	-5
Cc1nc(SCC(=O)c2ccccc2)c(C#N)c(C)c1C	-6	6
Cc1ccc(C(=O)Nc2ccccc2C)cc1	-1	-1
Cc1ccc(-c2ncccc2C(=O)N2CCC(C(=O)N3CCOCC3)CC2)cc1	-2	-3
C(=C\CSc1nnc(-c2ccccc2)c(-c2ccccc2)n1)/CSc1nnc(-c2ccccc2)c(-c2ccccc2)n1	6	.
C/C=C1/CN2CCC34C(=Nc5ccccc53)C(=CNNc3ccccc3)C1CC24 (configuration not stated)	2	.
COc1cc(NC(=O)CN2C(=O)NC3(CCC(C)CC3)C2=O)cc(OC)c1 (configuration not stated)	2	-6
CCOC(=O)c1cc(-c2ccc(Cl)cc2)oc1C=NOC(=O)c1ccco1	.	1
COc1ccc(/C=C2\C(C)=C(C#N)c3nc(N)c(C#N)c(C)c32)cc1	23	0

Reprinted from the part before: 4 compounds; new compounds follow.
SMILES	mHTT CaM bind	Pf apPOL inh
C/C=C1/CN2CCC34C(=Nc5ccccc53)C(=CNNc3ccccc3)C1CC24 (configuration not stated)	2	.
COc1cc(NC(=O)CN2C(=O)NC3(CCC(C)CC3)C2=O)cc(OC)c1 (configuration not stated)	2	-6
CCOC(=O)c1cc(-c2ccc(Cl)cc2)oc1C=NOC(=O)c1ccco1	.	1
COc1ccc(/C=C2\C(C)=C(C#N)c3nc(N)c(C#N)c(C)c32)cc1	23	0
Cc1ccccc1C1CCCN1C(=O)Nc1ccc(Cl)cc1 (configuration not stated)	-3	-5
CCc1cc(C(=O)Nc2ccc(OC)cc2)nc2ccnn12	-9	-2
CC1=NN(c2ccc(Cl)c(Cl)c2)C(=O)/C1=C/c1cccs1	8	-2
N#Cc1c(NC(=O)c2ccncc2)sc2c1CCCCCC2	-5	1
CSc1sc(-c2ccn[nH]2)c(-c2ccccc2)c1C#N	.	-6&2
O=C1NC(=O)/C(=C\c2cc(Br)ccc2OCc2cccc([N+](=O)[O-])c2)N1	8	17
Cc1ccc(S(=O)(=O)NC2=NCN(C3CCCCC3)CN2)cc1	-3	-65
COc1ccc(S(=O)(=O)N2CCN(c3ccccc3)CC2)cc1[N+](=O)[O-]	4	-6
COc1ccc(C2NCCc3cc(OC)c(OC)cc32)cc1OC (configuration not stated)	-2	-5
O=C1c2ccccc2C(O)(O)C1(O)C1(O)C(=O)c2ccccc2C1(O)O (configuration not stated)	-3	.
C=CCOc1ccc(C2CC(=O)Nc3c2c(C)nn3-c2nc3ccccc3s2)cc1 (configuration not stated)	-12	-4
Cc1cc(Nc2ccc(C)c(Br)c2)n2ncnc2n1	5	0
O=C(CN1CCN(c2ccc(F)c(F)c2)C1=O)NC(c1ccccc1)c1ccccc1	-6	-3
NC(=NOC(=O)N1CCOCC1)c1cccc(C(F)(F)F)c1	.	-3
COC(=O)C(Cc1ccc(O)cc1)NC(=O)C12CC3CC(C1)CC(c1ccccc1)(C3)C2 (configuration not stated)	6	5
Cc1ccc(NC(=O)N2CCC(c3nc(C(=O)N(C)C)c(C)o3)CC2)cc1Cl	17	0
Cc1ccc(C)n1-c1nc(C(=O)N2CCOCC2)cs1	8	-1
O=C(NCCN1CCN(C(=O)Nc2ccc(F)cc2)CC1)c1cccs1	-13	-4
O=C1S/C(=C\c2ccccc2O)C(=O)N1CNc1ccc(I)cc1	22	-4
O=C(O)C1CCCN1C(=O)Oc1ccccc1 (configuration not stated)	-2	-1
C=CCN(CC=C)C(=O)c1ccc(OC)c(OC)c1	2	0
COc1ccc(CC(=O)N2CCC3(CC2)NC(=O)c2cc(C)ccc2N3C)cc1	4	-3
Oc1ccccc1C(O)c1ccccc1 (configuration not stated)	0	-12
O=S1(=O)C=CCN1Cc1ccccc1	-5	-2
O=C1COc2c1ccc(O)c2O	4	22
Cc1ccccc1-n1c(SCC(=O)c2ccc(Br)cc2)nc2[nH]ncc2c1=O	27	0

Screening results: PubChem BioAssay, University of Kansas High Throughput Screening Laboratory
